From PubChem BioAssay
NPY1 pot ag = potentiators or agonists of human neuropeptide Y receptor Y1 | P25929 | NPY-Y1 expressing cells, potentiator/agonist activation | activation, % at 3.6 µM | hit rate 0.37% among 220,000 | AID 1304; in the data active means activation above about 33%, passing the limit was not always enough;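 further: cells stimulated with NPY at EC10 then isoproterenol at EC100; 0% = low agonist plus stimulus and 100% = saturating agonist plus stimulus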
Target sequence (P25929 whole entry, looked up): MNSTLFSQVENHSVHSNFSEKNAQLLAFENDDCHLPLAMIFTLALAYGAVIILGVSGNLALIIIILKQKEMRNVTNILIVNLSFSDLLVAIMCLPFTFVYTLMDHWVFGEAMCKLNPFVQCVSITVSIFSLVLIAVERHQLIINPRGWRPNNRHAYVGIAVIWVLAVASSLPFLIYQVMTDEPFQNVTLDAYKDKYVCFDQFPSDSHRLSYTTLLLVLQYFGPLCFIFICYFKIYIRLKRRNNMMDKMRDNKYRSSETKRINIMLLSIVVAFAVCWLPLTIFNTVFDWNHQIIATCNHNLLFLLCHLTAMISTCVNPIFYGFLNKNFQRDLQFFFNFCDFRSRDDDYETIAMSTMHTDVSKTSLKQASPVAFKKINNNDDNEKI
S1P4 antagonist = antagonists of human S1P4 receptor. O95977. S1P4-expressing cells, antagonist mode, reporter read-out. inhibition, % at 4.98 µM. hit rate 0.26% among 220,000. AID 1510; in the data active means inhibition above about 29%;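 further: 0% = wells stimulated with agonist and 100% = vehicle wells without agonist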
Target sequence (O95977 whole entry, looked up): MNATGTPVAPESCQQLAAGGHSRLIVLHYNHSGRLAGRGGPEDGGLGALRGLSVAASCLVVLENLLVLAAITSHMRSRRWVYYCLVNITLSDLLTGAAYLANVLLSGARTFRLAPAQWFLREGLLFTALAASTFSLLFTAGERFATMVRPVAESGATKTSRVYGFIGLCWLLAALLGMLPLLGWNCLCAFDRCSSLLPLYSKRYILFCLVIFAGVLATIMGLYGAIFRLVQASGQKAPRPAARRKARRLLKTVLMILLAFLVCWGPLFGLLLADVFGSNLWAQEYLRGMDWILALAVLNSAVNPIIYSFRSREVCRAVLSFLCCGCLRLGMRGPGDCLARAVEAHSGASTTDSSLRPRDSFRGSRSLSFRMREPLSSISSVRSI
S1P4 agonist = agonists of human S1P4 receptor. O95977. S1P4-expressing cell line, agonist reporter assay. activation, % at 4.98 µM. hit rate 0.35% among 220,000. AID 1509; in the data active means activation above about 11%;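 further: 0% = DMSO vehicle and 100% = reference agonist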
NPY Y1 blocker = NPY-Y1 (human) receptor antagonism; hit rate 1% among 200,000; HEK293-CNG Y1 cells, membrane potential fluorescence; NPY at EC95, then isoproterenol; inhibition, % at 3.6 µM; AID 1040;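 active means inhibition above the campaign mean inhibition of all tested compounds plus 3 SD, cut at about 20% in these data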;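 further: 0% = DMSO wells given NPY plus isoproterenol and 100% = isoproterenol alone without NPY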
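Test system – HEK293 Y1/CNG channel cell line · Also added – NPY agonist 25 nM, then isoproterenol 1 µM plus Ro 20-1724 25 µM · Compound dosing – one concentration, 3.6 µM, in 0.4% DMSO · Schedule – compound incubation 1 h at room temperature, readout 45 min post-stimulation · Technique – fluorescence, membrane potential probe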
NPY2 pot ag = human NPY-Y2 potentiation or agonism, primary screen. P49146. cells expressing NPY-Y2, potentiator/agonist read-out. activation, % at 3.6 µM. hit rate 0.45% among 220,000; in the data active means activation above about 27%;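 further: cells stimulated with NPY near EC25 plus isoproterenol at EC100; 0% = vehicle plus submaximal agonist and 100% = vehicle plus saturating agonist; some results beyond the cut were filed as inactive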
Ba/F3 V617F tox = lowers viability of Ba/F3 cells expressing EpoR and JAK2V617F; ATP luminescence; inhibition, % at 5.6 µM; hit rate 1.1% among 220,000; AID 1446;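 active means inhibition above the campaign mean plus 3 SD over all tested compounds, cut at about 24% in these data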;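 further: cytokine-independent growth of Ba/F3 cells driven by EpoR plus mutant JAK2; 0% = DMSO-treated cells and 100% = JAK inhibitor I control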
BaF3 tox = reduces parental Ba/F3 cell viability, JAK2V617F counter-screen; inhibition, % at 5.6 µM; hit rate 1.1% among 220,000; CellTiter-Glo ATP luminescence;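 active means inhibition above a per-campaign cutoff, the mean inhibition of all tested compounds plus 3 SD, cut at about 27% in these data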;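 further: 0% = DMSO wells and 100% = JAK Inhibitor I control wells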
RBBP9 inhibitor = blocks human serine hydrolase RBBP9; inhibition, % at 7.94 µM; recombinant RBBP9, FP-Rh probe fluorescence polarization; hit rate 0.2% among 220,000; O75884;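 active means inhibition above the campaign mean of all tested compounds plus 3 SD, cut at about 14% in these data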;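 further: plate controls were DMSO wells with RBBP9 for no effect and wells lacking RBBP9 protein for full effect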
Target sequence (O75884 whole entry, looked up): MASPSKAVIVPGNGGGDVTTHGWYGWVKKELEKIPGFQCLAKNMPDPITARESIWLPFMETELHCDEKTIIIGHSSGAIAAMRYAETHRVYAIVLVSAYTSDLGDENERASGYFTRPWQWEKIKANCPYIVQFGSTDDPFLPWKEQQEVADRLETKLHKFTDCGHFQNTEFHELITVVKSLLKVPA
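Test system: recombinant human RBBP9; Timing: 30 min then 45 min, 25 °C; Detection: fluorescence polarization; Control set: RBBP9 with DMSO as uninhibited control, no-protein wells as full inhibition; Compound dosing: one concentration, 7.94 µM nominal, 0.794% DMSO; Probe or stimulus: FP-Rh activity-based probe, 375 nM before mixing.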
Runt-CBFb FRET = blocks binding of human RUNX1 Runt domain to CBFb | inhibition, % at 20 µM | hit rate 0.46% among 220,000 | Q01196+Q13951 | Cerulean-Runt/Venus-CBFb FRET ratio 530/480, 1 h;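 active means inhibition over about 50% at 20 µM in the single-dose screen, limit read from the data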;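 further: 0% = DMSO wells and 100% = excess unlabeled CBFb competitor control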
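test system = Cerulean-tagged RUNX1 Runt domain (FRET donor) fusion protein | reagent = Venus-CBFb binding partner, 100 nM | incubation = protein complex preformed 1 h, compound exposure 1 h, room temperature, dark | detection = FRET fluorescence | read-out basis = loss of energy transfer signal | controls = 5 µM unlabeled CBFb as full-inhibition high control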
Starred values were filed as active, the others as inactive; . = no result given.

SMILES	NPY1 pot ag	S1P4 antagonist	S1P4 agonist	NPY Y1 blocker	NPY2 pot ag	Ba/F3 V617F tox	BaF3 tox	RBBP9 inhibitor	Runt-CBFb FRET
Cc1cccc(NC(=O)c2cc(Cl)nc3ccccc23)c1	-107	-9	2.5	24*	-58	-1	9	5	-6
CC(=O)Nc1cccc(NC(=O)Nc2ccc(C(C)=O)cc2)c1	36	-11	-0.7	-11	15	1	5	9	-1
Oc1ccccc1N1CCN(C(=S)NCCc2ccccc2)CC1	10	-2	0.5	-5	19	-2	7	-3	11
O=C(c1ccccc1OCc1ccccc1Br)N1CCN(c2ncccn2)CC1	-7	5	-0.3	7	-3	4	7	4	-1
COc1cc(SC)ccc1C(=O)Nc1ccc2c(c1)OCCO2	-23	-11	0.9	6	-18	1	9	-9	0
Cn1c(=O)n(C)c2cc([N+](=O)[O-])c(N3CCN(S(=O)(=O)c4ccccc4)CC3)cc21	-18	-15	2.2	-2	-22	4	13	-2	-2
Cn1c(=O)c2c(nc(NNC(=O)C(F)(F)F)n2C)n(C)c1=O	-3	-13	-0.5	-2	-5	4	13	10	22
C/C(=N\NC(=O)c1c(Br)cnn1C)c1ccc(NC(=O)c2ccc(F)cc2)cc1	2	-11	2.4	-7	10	4	6	-6	-1
CCCCn1c(NCCO)nc2ccccc21	-12	-5	3.9	-4	6	-3	1	-1	.
CCN(CC)Cc1ccc(OC)c(Cl)c1	4	-2	-0.2	.	-4	-2	5	-6	-1
COC(=O)CC1C(=O)NCCN1C(=S)NC(=O)C(c1ccccc1)c1ccccc1 (configuration not stated)	-2	-3	-0.6	3	8	-5	3	-4	3
Cc1ccc(Nc2c([N+](=O)[O-])c(=O)oc3ccccc23)cc1C	-9	-8	-0.9	1	-3	-2	2	-3	-1
CCOC(=O)N1CCN(C(=O)CN(c2cc(Cl)ccc2OC)S(=O)(=O)c2ccccc2)CC1	-17	-10	1.0	0	-5	-2	2	-6	-2
Cc1ccnc(NS(=O)(=O)c2ccc(NC(=O)c3ccc(N4C(=O)CCC4=O)cc3)cc2)n1	-15	-15	1.6	-4	1	-4	9	-6	-2
COc1cc(OC)c(OC)cc1CN1CCN(Cc2cccn2C)CC1	-2	3	-0.2	7	-6	-1	2	7	0
O=C(COc1ccccc1Cl)NCCc1ccc2c(c1)OCCO2	-36	0	-1.7	8	-45	-1	5	-3	-2
Cc1c(NC(=O)c2cccc(-c3cc4ccccc4oc3=O)c2)cccc1-c1nc2ncccc2o1	-20	6	-0.8	7	1	-1	6	2	-8
CCOC(=O)C1=C(c2ccccc2)NC(=O)NC1c1cc(Br)c(O)c(OC)c1 (configuration not stated)	42*	-9	-0.6	-3	12	1	8	-9	15
CCSc1nc(-c2cccs2)nc2ccccc12	-26	-7	1.6	1	-21	-1	1	0	-2
CCOc1cc(C)c(S(=O)(=O)Nc2ccc(F)cc2)cc1C	11	-10	-1.5	-4	3	-3	7	-4	2
CCN1CC=C2C(C#N)=C(N)C(C#N)(C#N)C(c3cc(Cl)ccc3Cl)C2C1 (configuration not stated)	-16	-2	1.5	-6	26	3	6	3	73*
CS(=O)(=O)N1CCC(Oc2ccccc2C(=O)N2CCN(CC3CC3)CC2)CC1	21	-1	-1.9	5	-1	-4	3	8	0
COc1ccc(OC)c2sc(NC(=O)C3=COCCO3)nc12	13	4	-1.2	-4	6	-4	6	3	8
O=C(N[C@@H](Cc1ccccc1)C(=O)O)c1c(F)c(F)c(F)c(F)c1F	-1	5	-0.3	1	8	-1	-2	3	1
CS(=O)(=O)N1CCN(c2ccccc2NC(=O)CSc2nnc(-c3ccco3)o2)CC1	-6	-5	0.1	8	17	-3	2	-6	-2
CC1CCN(C(=O)Cn2c(SCC(=O)Nc3nccs3)nc3ccccc32)CC1	8	-8	0.5	5	2	-2	4	-4	1
CS(=O)(=O)Nc1ccccc1C(=O)c1ccccc1	0	-18	-1.1	1	-2	1	2	6	0
Cc1ccc(CC2CC(=O)N(c3cc(Cl)ccn3)C2=O)cc1 (configuration not stated)	10	2	1.3	.	-28	-2	-2	-1	0
O=C(CSc1nc(-c2ccccc2)nc2ccccc12)Nc1cccc(C(=O)O)c1	-9	-1	-1.1	13	-16	4	9	1	-3
O=C(NCc1cccnc1)c1cn(CCc2ccccc2)nn1	-8	-4	-1.6	11	-9	1	3	4	0
Cc1nnc2ccc(N3CCOCC3)nn12	-13	10	-3.4	5	-1	-4	5	-2	2
O=C(Nc1ccc2c(c1)C(=O)N(CC1CCCO1)C2=O)c1ccccc1Br (configuration not stated)	2	3	0.8	-1	14	-4	6	-9	-1
O=C(c1ccco1)c1nc2c(n1O)CCCCC2	-14	-3	1.0	5	0	1	2	-4	1
CCO[C@@H]1OC(C(=O)N2CCN(Cc3ccccc3)CC2)=C[C@H](c2ccc(C(F)(F)F)cc2)[C@H]1CCCO	16	-18	-0.1	-2	11	3	0	3	-2
O=C(N/N=C/C=C/c1ccccc1)c1cc2c(ccc3ccccc32)o1	16	-12	1.7	-2	-1	0	5	-4	2
CCN1CCN(C(c2ccccc2)c2nnnn2Cc2ccc3c(c2)OCO3)CC1 (configuration not stated)	1	6	0.9	7	2	0	4	6	1
CCOc1ccc2cc(C#N)c(SCC(=O)N3CCC(C)CC3)nc2c1	-22	-1	-0.1	-3	4	-3	1	-6	0
CCOC(=O)CCNC(=O)N1CCCC(C(=O)c2ccc3c(c2)OCO3)C1 (configuration not stated)	3	3	-0.8	0	12	-2	-3	2	1
O=C(CS(=O)CC(=O)N(c1ccccc1)C(C(=O)NC1CCCCC1)c1ccco1)Nc1ccc(F)cc1 (configuration not stated)	3	-39	1.0	4	4	-2	2	-3	-1
Cc1ccccc1-n1c(=O)c2ccccc2n2c(=O)[nH]nc12	-13	-10	0.6	-1	1	-1	6	-5	-2
COc1ccc(OCC(O)CNC(=O)Nc2ccc(C(C)(C)C)cc2)cc1 (configuration not stated)	11	-2	-1.5	.	19	-6	3	-5	-3
CCn1c2ccccc2c2nc3ccccc3nc21	-34	-20	-1.6	4	-21	-3	6	1	-2
FC(F)(F)c1ccc(-c2nnc(-c3ccccn3)c(-c3ccccn3)n2)nc1	3	8	-0.6	.	-4	-2	3	17*	-1
COC(=O)c1ccc(S(=O)(=O)NCc2ccc(S(N)(=O)=O)cc2)n1C	1	2	-0.7	.	-10	-5	0	-8	1
CCc1nc(SCC(=O)N2CCC(Cc3ccccc3)CC2)c2c(=O)n(C)c(=O)n(C)c2n1	-14	-7	-0.1	1	-11	-2	5	2	-4
CC(=O)N1CCc2cc(Br)cc(S(=O)(=O)CCC(=O)N3CCN(c4ccccn4)CC3)c21	1	-6	0.1	2	3	3	5	-6	2
COc1ccc(C(=O)O)cc1S(N)(=O)=O	19	-11	0.6	0	6	-1	0	-6	1
Cc1ccc(S(=O)(=O)NCCc2nnc3ccc(NCCCOC(C)C)nn23)cc1	-8	-2	0.3	-5	-3	5	1	-2	-2
Cc1ccc(NC(=O)c2sc(Cl)nc2C)c(C)c1	5	-16	-0.8	4	7	-3	0	-8	-2
N#Cc1ccsc1NC(=O)CN1CCN(c2ccc(O)cc2)CC1	-22	-6	0.9	5	9	-1	13	2	39

Following part
SMILES	NPY1 pot ag	S1P4 antagonist	S1P4 agonist	NPY Y1 blocker	NPY2 pot ag	Ba/F3 V617F tox	BaF3 tox	RBBP9 inhibitor	Runt-CBFb FRET
O=C1C2C3C=CC(C4CC34)C2C(=O)N1Cc1ccco1 (configuration not stated)	13	-5	0.1	1	11	-4	1	-5	-2
CCOC(=O)C1CCCN(CC(O)COc2ccc(OC)cc2C(C)(C)C)C1 (configuration not stated)	41*	4	-3.0	-5	49*	-1	0	4	-2
Cc1ccccc1NC(=O)NNC(=O)OC(C)(C)C	-4	-2	3.6	1	-2	6	6	3	2
NNC(=S)NC1CCS(=O)(=O)C1 (configuration not stated)	8	7	-0.3	.	-18	-1	1	0	4
CCC(CC)n1[nH]c(=O)c2c(C)cc(C)nc21	8	-22	-1.1	-7	8	0	3	-3	-1
CN1CCN(CC(=O)N/N=C\c2c[nH]c3ccccc23)CC1	-23	2	0.4	-1	5	4	8	0	0
COc1cc(OC)c(N(C)S(=O)(=O)c2cccc(C(=O)NC(C)C3CC4CCC3C4)c2)cc1Cl (configuration not stated)	11	-10	0.4	.	-2	-4	-2	-4	0
Nn1c(SCc2ccc(F)cc2)nnc1-c1ccncc1	7	6	-0.6	.	3	0	2	-9	3
O=C(NC1CCCCC1)C(c1ccc2ncccc2c1)N(Cc1ccc(F)cc1)C(=O)c1cccs1 (configuration not stated)	-33	2	-1.5	19	-12	1	2	-4	-3
CCOC(=O)c1c(O)c2ccccc2n(-c2ccccc2)c1=O	10	4	-0.9	5	17	-1	3	-2	2

Ordered by SMILES length (lowest first): some entries from above.
SMILES	NPY1 pot ag	S1P4 antagonist	S1P4 agonist	NPY Y1 blocker	NPY2 pot ag	Ba/F3 V617F tox	BaF3 tox	RBBP9 inhibitor	Runt-CBFb FRET
CCC(CC)n1[nH]c(=O)c2c(C)cc(C)nc21	8	-22	-1.1	-7	8	0	3	-3	-1
CCOC(=O)c1c(O)c2ccccc2n(-c2ccccc2)c1=O	10	4	-0.9	5	17	-1	3	-2	2
CCOC(=O)C1CCCN(CC(O)COc2ccc(OC)cc2C(C)(C)C)C1 (configuration not stated)	41*	4	-3.0	-5	49*	-1	0	4	-2
O=C(NC1CCCCC1)C(c1ccc2ncccc2c1)N(Cc1ccc(F)cc1)C(=O)c1cccs1 (configuration not stated)	-33	2	-1.5	19	-12	1	2	-4	-3
COc1cc(OC)c(N(C)S(=O)(=O)c2cccc(C(=O)NC(C)C3CC4CCC3C4)c2)cc1Cl (configuration not stated)	11	-10	0.4	.	-2	-4	-2	-4	0

Additional compounds
SMILES	NPY1 pot ag	S1P4 antagonist	S1P4 agonist	NPY Y1 blocker	NPY2 pot ag	Ba/F3 V617F tox	BaF3 tox	RBBP9 inhibitor	Runt-CBFb FRET
CCOC(=O)Cn1nc(-c2ccc(F)cc2)oc1=O	7	-18	0.2	7	8	-1	4	8	1
O=C(Cn1c(=O)n(Cc2ccco2)c(=O)c2ccccc21)Nc1cccc(Cl)c1	30	1	1.0	2	16	-3	2	-12	10
O=C(c1ccco1)N1CCN(S(=O)(=O)c2ccc3c(c2)OCCO3)CC1	1	-26	-1.8	-4	7	-5	1	-7	-3
Cc1ccc(C(=O)O/N=C/c2c(C(F)(F)F)nn(C)c2Sc2ccc(Cl)cc2)cc1	-19	-24	3.9	0	-1	-2	3	1	0
CCN(C(=O)CSc1cc(C)c2ccccc2n1)c1c(N)n(Cc2ccccc2)c(=O)[nH]c1=O	-8	-1	0.3	-1	-2	3	3	2	2
CCCCNC(=S)N/N=C/c1ccc(C#N)cc1	7	0	-0.8	-1	3	1	6	-5	-1
CN(C)c1ccc(C(=O)NN2C(=O)c3ccccc3C2=O)cc1	-2	-26	0.5	5	-5	3	2	-5	-1
CS(=O)(=O)N(Cc1ccc(Cl)cc1)c1ccc(C(=O)Nc2cccnc2)cc1	29	5	1.2	-4	19	-3	0	-15	-2
